Screening data: PubChem, The Scripps Research Institute Molecular Screening Center
CHRM5 agonist = agonists of human muscarinic M5 receptor (CHRM5); CHO-K1 hM5 cells, Fluo-8 calcium fluorescence; 0% DMSO wells, 100% maximal acetylcholine response; activation, % at 3 µM; AID 624037; 360,000 compounds, 0.19% hits; P08912;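 active = activation above the run's mean over test compounds plus 3 SD, cut at about 23% in these data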;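 also: signal is peak over basal fluorescence ratio across the kinetic read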
M1 PAM = positive allosteric modulators of human M1 muscarinic receptor; P11229; CHO-K1 hM1, Fluo-8 calcium fluorescence, ACh EC20; 0% = ACh EC20, 100% = maximal ACh; activation, % at 3 µM; 360,000 compounds, 0.088% hits; in the data active = activation above about 19%, passing the limit was not always enough
Target sequence (P11229 whole entry, looked up): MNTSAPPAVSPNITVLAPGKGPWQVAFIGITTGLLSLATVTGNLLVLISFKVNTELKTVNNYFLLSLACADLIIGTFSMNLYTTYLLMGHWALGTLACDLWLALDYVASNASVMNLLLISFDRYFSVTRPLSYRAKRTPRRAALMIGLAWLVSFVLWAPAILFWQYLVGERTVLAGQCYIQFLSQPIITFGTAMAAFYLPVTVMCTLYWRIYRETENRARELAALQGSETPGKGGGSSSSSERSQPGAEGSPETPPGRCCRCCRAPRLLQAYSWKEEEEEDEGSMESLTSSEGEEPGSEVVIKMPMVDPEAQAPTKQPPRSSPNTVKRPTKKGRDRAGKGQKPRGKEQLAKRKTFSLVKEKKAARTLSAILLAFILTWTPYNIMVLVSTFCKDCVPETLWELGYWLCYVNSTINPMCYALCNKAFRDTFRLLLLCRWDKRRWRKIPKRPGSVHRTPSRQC
CHRM5 antagonist = antagonists of human muscarinic M5 receptor (CHRM5); CHO-hM5 cells, Fluo-8 calcium fluorescence, ACh EC80; inhibition, % at 3 µM; 360,000 compounds, 0.59% hits; AID 624040;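 active = inhibition above a per-plate cutoff, the mean of that plate's test compounds plus 3 SD, cut at about 27% in these data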;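 also: 0% = acetylcholine EC80 with DMSO and 100% = DMSO without agonist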
TAAR1 agonist = agonists of human TAAR1; CHO RD-HGA16 TAAR1, Fluo-8 calcium fluorescence; vehicle wells 0%, saturating PEA agonist 100%; activation, % at 3 µM; Q96RJ0; 360,000 compounds, 0.99% hits; AID 624467;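 active = activation above the mean activation of all test compounds in the run plus 3 SD, cut at about 38% in these data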
Target sequence (Q96RJ0 whole entry, looked up): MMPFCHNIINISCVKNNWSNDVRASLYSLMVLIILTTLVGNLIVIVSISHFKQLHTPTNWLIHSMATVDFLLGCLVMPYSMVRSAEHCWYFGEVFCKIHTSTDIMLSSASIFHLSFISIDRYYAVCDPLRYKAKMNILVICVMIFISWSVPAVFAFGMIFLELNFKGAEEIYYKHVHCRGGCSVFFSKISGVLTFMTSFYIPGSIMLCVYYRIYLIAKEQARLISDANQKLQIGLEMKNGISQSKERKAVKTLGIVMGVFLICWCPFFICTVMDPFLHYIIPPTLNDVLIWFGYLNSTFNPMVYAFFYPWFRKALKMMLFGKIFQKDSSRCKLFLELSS
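Assay system: CHO-derived RD-HGA16 cells with stable Gα16 and human TAAR1; timing: 17-24 h seeding, 75 min 37 °C dye, 30 min RT; read-out: % activation from peak over basal fluorescence ratio, DMSO-to-PEA scaled; measured by: kinetic Fluo-8 calcium fluorescence; benchmarks: low control DMSO, high control PEA (EC100); doses: 3 µM single concentration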
M1 ag = agonists of human M1 muscarinic receptor. P11229. CHO-K1 hM1, Fluo-8 calcium fluorescence, agonist mode; 0% DMSO, 100% acetylcholine EC100. activation, % at 3 µM. 360,000 compounds, 0.33% hits;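 active = activation above the run's mean compound activation plus 3 SD, cut at about 16% in these data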;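 also: peak over basal fluorescence ratio within a 140 s kinetic read after compound addition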
M4 ag = agonists of human muscarinic M4 receptor (CHRM4). activation, % at 3 µM. 360,000 compounds, 0.14% hits. P08173. CHO-K1 hM4/Gqi5, Fluo-8 calcium fluorescence; vehicle 0%, full acetylcholine response 100%;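 active = activation above the run mean over all test wells plus 3 SD, cut at about 32% in these data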;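 also: peak over basal fluorescence ratio per well then scaled between controls; 0% = DMSO wells and 100% = acetylcholine at EC100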
CHRM1 antagonist = human CHRM1 antagonism. 360,000 compounds, 1.3% hits. inhibition, % at 3 µM. CHO-K1 hM1, Fluo-8 calcium fluorescence, ACh EC80 antagonist. P11229;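 active = percent inhibition above its own plate's cutoff, namely the mean of that plate's compound wells plus 3 SD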;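 also: peak over basal fluorescence ratio during 140 s after agonist addition; 0% = ACh EC80 plus DMSO and 100% = DMSO alone without agonist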
CHRM4 antagonist = blocks acetylcholine activation of human M4 receptor; inhibition, % at 3 µM; P08173; 360,000 compounds, 0.73% hits; CHO-hM4 cells, ACh EC80, Fluo-8 calcium fluorescence;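 active = inhibition above its plate's cutoff, the mean inhibition of sample wells plus 3 SD, cut at about 27% in these data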;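 also: 0% = acetylcholine EC80 with DMSO and 100% = DMSO without agonist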
CHRM5 PAM = positive allosteric modulators of human muscarinic M5 receptor; activation, % at 3 µM; CHO-K1 hM5, Fluo-8 calcium, ACh EC20 PAM; 0% = ACh EC20, 100% = ACh EC100; P08912; 360,000 compounds, 0.3% hits;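 active = activation above the run cutoff, the mean activation of all test compounds plus 3 SD, cut at about 18% in these data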
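Assay system: CHO-K1 hM5 cells. Also added: acetylcholine at EC20 concentration, added after compound. Dosing: 3 µM, single dose. Times: compound preincubation 140 s before EC20 acetylcholine addition. Signal: Fluo-8 calcium fluorescence. Measure: % activation relative to EC20 and EC100 ACh responses. Repeats: singlicate, one well per test compound.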
An asterisk follows results filed as active; . = no result given. This is a subset (hit frequency here may not be typical).

SMILES	CHRM5 agonist	M1 PAM	CHRM5 antagonist	TAAR1 agonist	M1 ag	M4 ag	CHRM1 antagonist	CHRM4 antagonist	CHRM5 PAM
COc1ccc(OC)c(-n2nnnc2SCC(=O)Nc2ccc(C(=O)N3CCCCC3)cc2)c1	8	-3	-1	4	-6	12	0	2	-5
CCOc1ccc(CSC2=NCCN2)cc1Cl	-6	3	-3	18	-3	3	1	-5	-11
COc1ccc(CC(=O)Nc2ccc(-c3nnc(-c4ccc(C)cc4)o3)cc2)cc1	-1	4	-7	8	-3	1	12	-12	6
CCC/C=N/NC(=O)c1[nH]c2c([N+](=O)[O-])cccc2c1C	-1	1	-1	1	-1	1	-2	1	1
O=C1NC(c2ccc(Br)cc2)Oc2ccccc21 (stereo unspecified)	-2	4	-2	0	-2	1	-6	2	0
Cc1cc(C)n2nc(SCC(=O)N(C)C)nc2n1	-2	10	1	9	-1	1	-37	6	-2
Fc1ccc(-c2nc3nc4ccccc4nc3n2Cc2ccco2)cc1	-7	-2	-2	10	-6	3	-13	1	-1
COc1ccc(-c2csc(CCn3nc(C)cc3C)n2)cc1OC	2	17	1	0	0	1	-17	17	5
Cc1ccccc1-c1nc(CS(=O)(=O)CC(=O)N(C)C2CCCCC2)c(C)o1	2	-3	-4	-2	0	5	-2	-6	-13
CNC[C@H](Cc1ccccc1)NC[C@@H](Cc1cccc2ccccc12)NCCc1ccc(C)cc1	-2	3	2	43*	1	24	6	38*	-10
COCCN(CCOC)C(=O)CN1C(=O)NC(Cc2c[nH]c3ccccc23)C1=O (stereo unspecified)	-1	9	4	0	-3	0	-4	5	6
COc1ccc(Cl)cc1C(=O)NNC(=O)c1cccc(S(=O)(=O)N(C)C)c1	-2	-6	2	4	-6	1	4	5	-3
COc1ccc(N2C3=C(CC4=C2CCCC4=O)C(=O)CCC3)cc1	2	-3	-6	3	-3	1	-8	-11	2
CCOC(=O)CSc1nc(C)cc(C)n1	0	-6	-3	11	0	0	-27	-8	-3
COc1ccccc1N1C(=O)c2ccc(C(=O)Nc3ccccc3O)cc2C1=O	7	-6	33*	8	-2	21	11	30*	4
O=C(O)c1cc2c(=O)c3ccccc3oc2nc1C(F)(F)F	-5	-4	5	6	-1	1	-6	-2	-1
Cc1[nH]c(=O)[nH]c(=O)c1S(=O)(=O)N1CCN(c2ccccc2)CC1	-4	2	9	1	-1	1	6	-4	-1
Cc1cccc(NC(=O)CNC(=O)COC(=O)C2CC2C)c1C (stereo unspecified)	2	5	13	5	-2	0	-8	8	2
CCCN1CCN(CCCNC(=O)Cn2nc(C)n3c(cc4cc(OC)ccc43)c2=O)CC1	-4	4	8	1	-4	-1	-4	-4	1
CC12CCC(=O)N1C(C(=O)Nc1cc(C(F)(F)F)ccc1N1CCOCC1)CS2 (stereo unspecified)	0	2	-8	1	-2	5	-1	-2	-4
NC(=O)C1C2CCC(C2)C1C(N)=O (stereo unspecified)	4	0	15	2	1	15	-3	-3	-8
COc1ccccc1N1CCN(C(=O)c2cc(-c3ccc4c(c3)OCO4)on2)CC1	-2	-1	24	.	-4	0	11	6	-8
CCCn1nc(C(=O)NCC(C)(C)N2CCOCC2)c2ccccc2c1=O	-3	2	7	0	-5	0	-11	0	-3
N/C(CS(=O)(=O)c1ccccn1)=N\OC(=O)c1ccc(Cl)cc1	0	4	13	15	-2	2	-3	5	-2
Cc1cc(C)n(CCCNC(=O)CCNS(=O)(=O)c2ccccc2C(F)(F)F)n1	-4	9	6	1	-3	1	-9	1	-6

Further compounds
SMILES	CHRM5 agonist	M1 PAM	CHRM5 antagonist	TAAR1 agonist	M1 ag	M4 ag	CHRM1 antagonist	CHRM4 antagonist	CHRM5 PAM
Cc1nnc(NC(=O)C2CCCN(c3ncccn3)C2)s1 (stereo unspecified)	-1	6	4	17	-4	-1	-13	4	-6
Cn1nnnc1SCC(=O)N1c2ccccc2CCc2ccccc21	-5	0	-1	4	-6	1	4	8	-2
Cc1cc([N+](=O)[O-])ccc1Nc1nc2ccccc2n2cnnc12	-2	6	-2	3	-4	0	-5	-1	3
O=C(Cn1c(-c2ccccc2)c[n+]2ccsc12)c1ccccc1	-13	-3	9	12	-5	0	9	5	-8
Cc1ccc([C@@H]2[C@@H]3C(=O)N(C)C(=O)[C@@H]3[C@]3(Cc4ccccc4)C(=O)N(Cc4ccccc4)CC(=O)N23)o1	1	7	16	20	-2	2	0	-3	-3
CCc1ccc(NC(=O)CSc2ccc(-c3ccco3)nn2)cc1	-5	9	12	19	-6	1	-8	-6	7
Cc1ccccc1-c1ccc(CN2C(C(C)C)C(=O)N(Cc3cn(CCC4OCCO4)nn3)CCS2(=O)=O)cc1 (stereo unspecified)	-1	1	8	1	-2	5	-15	11	-1
COc1cc(/C=N/NC(=O)c2cccc(N3CCCC3=O)c2)ccc1O	-3	-3	4	3	-3	4	1	-19	-2
Cc1cc([N+](=O)[O-])nn1CC(=O)NCCCn1ccnc1	-8	-4	12	3	-10	0	7	-1	-3
O=C(CN1C(=O)NC2(CCOc3ccccc32)C1=O)c1ccc(F)c(F)c1 (stereo unspecified)	3	1	7	5	2	6	-3	11	-13
N#CCN1CCC2(O)CCCCC2C1c1ccc2c(c1)OCO2 (stereo unspecified)	-4	14	4	0	-2	1	-19	-9	9
CCCCn1c(N)c(N(CC(C)C)C(=O)c2ccc(OCc3c(C)noc3C)cc2)c(=O)[nH]c1=O	1	-4	5	0	-2	0	13	5	6
CC(C)C(=O)NC(=S)Nc1ccc(S(=O)(=O)N(C)C)cc1	-1	-2	-7	0	-7	1	4	-6	4
Cc1ccc(-n2nnc3c(=O)n(Cc4cc(C)ccc4C)cnc32)cc1	3	-7	-9	43*	-3	0	9	12	-3
COCCn1c(=S)[nH]c2cc(C(=O)NCc3ccc(F)cc3)ccc2c1=O	0	2	-4	7	-1	3	-5	-21	-1
COc1cccc(CC(=O)OCC(=O)NC2CCCC2)c1	2	5	9	-1	-1	1	1	-11	-4
CC(=O)Nc1ccc2nc(C)n(Cc3ccc(Cl)cc3)c(=O)c2c1	-3	6	3	4	-2	2	-1	5	2
NC(=O)c1ccc(N=Cc2ccc([N+](=O)[O-])s2)cc1	-1	-8	3	3	1	1	8	8	-5
CCNC(=S)Nc1ccc2c(c1)c(=O)n(C)n2CC=C(C)C	-1	-10	2	3	-8	0	6	-3	0
COc1ccc(-c2cc(=O)oc3cc(OCC(=O)NCCCn4ccnc4)ccc23)cc1	-3	3	4	2	-12	7	-16	-11	0
CCCNC(=O)CCn1cc(-c2ccc(OC)cc2)nc1-c1ccncc1	-2	6	6	7	-4	0	-5	-10	4
Cc1cc(NC(=O)COC(=O)c2cccc(S(=O)(=O)N(C)C3CCCCC3)c2)no1	-4	-5	4	-1	-4	3	8	30*	-5
CC(C)OCCCNc1nc(Cl)nc2c1cnn2C	0	5	9	1	0	1	-12	-5	3
COc1ccc(CCNC(=O)C2CCN(S(=O)(=O)c3ccc(SC)cc3)CC2)cc1	-2	5	3	7	1	4	-14	5	0
O=C(NCCCN1CCOCC1)C(=O)NCc1ccccc1	0	5	-4	1	-3	1	-4	-9	3

Retrieved one by one from above:
SMILES	CHRM5 agonist	M1 PAM	CHRM5 antagonist	TAAR1 agonist	M1 ag	M4 ag	CHRM1 antagonist	CHRM4 antagonist	CHRM5 PAM
CCc1ccc(NC(=O)CSc2ccc(-c3ccco3)nn2)cc1	-5	9	12	19	-6	1	-8	-6	7
Cc1ccccc1-c1nc(CS(=O)(=O)CC(=O)N(C)C2CCCCC2)c(C)o1	2	-3	-4	-2	0	5	-2	-6	-13
O=C(CN1C(=O)NC2(CCOc3ccccc32)C1=O)c1ccc(F)c(F)c1 (stereo unspecified)	3	1	7	5	2	6	-3	11	-13
Cc1cc(C)n2nc(SCC(=O)N(C)C)nc2n1	-2	10	1	9	-1	1	-37	6	-2
Cc1ccccc1-c1ccc(CN2C(C(C)C)C(=O)N(Cc3cn(CCC4OCCO4)nn3)CCS2(=O)=O)cc1 (stereo unspecified)	-1	1	8	1	-2	5	-15	11	-1

The listing continues.
SMILES	CHRM5 agonist	M1 PAM	CHRM5 antagonist	TAAR1 agonist	M1 ag	M4 ag	CHRM1 antagonist	CHRM4 antagonist	CHRM5 PAM
Cc1[nH]n(C)c(=O)c1N=Nc1ccc(S(C)(=O)=O)cc1	-1	9	1	0	-1	0	-6	-1	3
COc1ccc(CCNC(=O)c2cc([C@@H](NC(=O)OC(C)(C)C)C(C)C)sc2N)cc1OC	-3	.	-17	-1	.	6	.	-13	12
CCOC(=O)C(=Cc1c[nH]c2ccc(S(=O)(=O)N(C)C)cc12)C(=O)OCC	7	7	2	2	1	6	-13	-2	10
CCCc1ccc(OC(=O)c2ccc(O)cc2Cl)cc1	-4	-10	10	6	-4	4	11	0	-11
NC1=NC[C@H](Cc2ccc(O)cc2)N1CC1CCCCC1	-2	-7	-2	6	-13	2	15	5	5
CCOC(=O)CNC(=O)CSc1nnnn1-c1ccc(C)c(C)c1	2	4	4	12	0	2	-8	-2	-4
CCc1nnc(NC(=O)c2c(-c3ccccc3)noc2C)s1	-1	-5	7	-3	-12	2	12	1	4
Nc1ccccc1C(=O)NCCCN1CCOCC1	-3	-10	0	4	-2	-1	-10	6	-1
CC(=O)N1CCc2cc(S(=O)(=O)CCC(=O)NCc3cccs3)ccc21	-7	5	10	8	-2	1	0	9	3
Cc1cc(NCc2ccccc2)c2ccccc2n1	-6	4	6	18	-8	3	-10	3	4
Cc1ccc(S(=O)(=O)N(C)CC(=O)OCC(=O)NC(=O)Nc2ccc3c(c2)OCCO3)cc1	-2	-2	13	2	-5	4	-7	-3	-8
CCN(CC)C(=O)CSc1nc2c(sc(=S)n2-c2ccccc2)c(=O)n1-c1ccc(OC)c(OC)c1	-5	-6	-9	-2	-11	2	11	-2	4
Cc1cc(C)c(S(=O)(=O)N2CCOC2CNC(=O)C(=O)NCCc2c[nH]c3ccccc23)c(C)c1 (stereo unspecified)	6	-2	1	9	-1	11	-1	-4	-5
O=C(Nc1cnns1)Oc1ccccc1	0	-1	5	2	-2	0	4	-16	-1
O=C(COc1ccccc1Cl)Nc1cc(Cl)ccc1O	-3	6	-1	3	-10	1	-11	-3	-4
NC(=O)CN1CCCN(S(=O)(=O)c2ccc(Br)cc2)CC1	-1	8	-8	-1	-1	1	-10	2	2
COc1ccc(Cn2nnnc2C(c2ccccc2)N2CCN(C3CCCC3)CC2)cc1 (stereo unspecified)	-6	4	-3	2	-5	1	-23	-1	-2
CN(Cc1ccccc1)S(=O)(=O)c1ccc(NS(=O)(=O)Cc2ccccc2)cc1	3	-15	17	11	-4	8	30*	14	-16
COc1ccc(S(=O)(=O)N(CC(=O)N2CCN(c3ccccc3)CC2)c2ccccc2)cc1	-3	3	-1	5	-1	1	-1	-3	10
O=C(NCC1CCCO1)c1cc(-c2ccc(F)cc2)no1 (stereo unspecified)	-1	3	-7	0	-2	3	-5	-11	6
C/C(=N\NC(=O)c1cccc(Br)c1)c1cccnc1	-4	6	14	-1	-2	0	-8	6	-4
CC(=O)Nc1ccc(/C(C)=N/NC(=O)c2ccccc2Cl)cc1	-2	8	2	0	-7	1	-3	-17	8
